Compound activity (PubChem BioAssay)
bCat KO growth = beta-catenin-lacking colon tumor cell growth suppression; HCT116 beta-catenin knockout viability, CellTiter-Glo, 60 h; active compounds read low; viability, % at 10 µM; 1.5% of 140,000 active;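 active = viability at or under a set limit, the compound median less 4 SD, cut at about 6% in these data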;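 note: 0% = Hyamine 1622 control at 20 µM and 100% = untreated cell control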
E-sel TNF inh = TNF alpha driven E-selectin expression inhibition; HUVEC TNFa-induced E-selectin immunofluorescence, high content; inhibition, % at 2 µM; 0.71% of 120,000 active; AID 1246;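 active = inhibition above the batch mean plus 3 SD, and confirmed as a hit on visual image review, cut at about 43% in these data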;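 note: 0% = TNF-stimulated DMSO wells and 100% = unstimulated control wells; not every result past the cut was called active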
Yeast growth inh = chemicals that inhibit yeast BB579 growth in restrictive medium (lifespan-shortening candidates); 0.51% of 140,000 active; inhibition, % at 10 µM; S. cerevisiae BB579 growth, OD615, 48 h;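 active = inhibition above a set limit, 3 SD over the mean compound inhibition, cut at about 44% in these data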; note: inactives centre near -24
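Material: Saccharomyces cerevisiae DeaD strain BB579, replicative lifespan model yeast; buffer or medium: CSMM-D restrictive synthetic medium containing dextrose (glucose); compound: 10 µM single dose, DMSO 0.25%; timing: 48 h compound exposure at 30 °C after 4 h preincubation; signal: turbidity as optical density at 615 nm; benchmarks: positive control amphotericin B 10 µg/mL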
Phagocytosis inh = inhibitors of macrophage phagocytosis. AID 1029. 0.07% of 110,000 active. J774A.1 macrophage IgG-bead phagocytosis, imaging. inhibition, % at 5 µM;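 active = inhibition above the mean of the plate negative controls plus 5 SD, cut at about 13% in these data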;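 note: phagocytic index as fraction of beads internalized from green versus red external bead signal; plate controls were DMSO negative control for no effect and cytochalasin-D positive control for full effect; some results beyond the cut were filed as inactive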
MRP-1 activ = activators of MRP-1; H69AR cells + doxorubicin, viability rescue, CellTiter-Glo; viability increase, % at 10 µM; 0.61% of 140,000 active; AID 799;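 active = viability gain under doxorubicin at or above a set limit, the compound median plus 3 SD, cut at about 4.7% in these data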;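 note: MRP-1 overexpressing cells given doxorubicin 25 µM after compound pretreatment; 18-22 h compound pretreatment then 72 h with doxorubicin before readout; 0% = doxorubicin-only wells and 100% = vehicle-treated cells without doxorubicin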
HCT116 PTEN-null = growth suppressors of cells with PTEN tumor suppressor deletion; viability, % at 10 µM; 1.2% of 140,000 active; HCT116 PTEN-null viability, CellTiter-Glo, 60 h; active compounds read low;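 active = viability at or below a set limit, 4 SD under the median of all tested compounds, cut at about 3.7% in these data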;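 note: PTEN knockout HCT116 line with beta catenin targeted HCT116 as companion control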
GALR2 antag = antagonists of human galanin receptor 2 (GALR2) | AID 828 | O43603 | inhibition, % at 4 µM | GALR2-expressing cells, antagonist mode | 0.39% of 140,000 active; in the data active = inhibition above about 27%;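 note: cells stimulated with galanin 1-16 at roughly its EC80; 0% = agonist challenge control and 100% = basal control without agonist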
Target sequence (O43603 whole entry, looked up): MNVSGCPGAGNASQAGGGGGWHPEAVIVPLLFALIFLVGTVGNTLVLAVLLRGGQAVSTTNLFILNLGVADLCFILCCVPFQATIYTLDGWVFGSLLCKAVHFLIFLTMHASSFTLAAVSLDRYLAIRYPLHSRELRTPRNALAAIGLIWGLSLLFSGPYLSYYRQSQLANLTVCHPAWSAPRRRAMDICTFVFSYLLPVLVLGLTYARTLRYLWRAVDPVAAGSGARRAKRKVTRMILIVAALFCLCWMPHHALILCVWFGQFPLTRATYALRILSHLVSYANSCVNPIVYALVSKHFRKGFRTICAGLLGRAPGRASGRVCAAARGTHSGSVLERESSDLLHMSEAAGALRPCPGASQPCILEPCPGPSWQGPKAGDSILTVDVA
Measles CPE = protection of cells from measles virus; Measles virus-infected cells, CPE protection, absorbance; protection (pct of control), % at 4 µM; 1.5% of 140,000 active; AID 841; in the data active = protection mostly above about 24%, no sharp cut-off; inactive = mostly below about 26%; note: some compounds called inactive have numbers as strong as hits
NPY-Y2 antag = blocks the human neuropeptide Y Y2 receptor. inhibition, % at 2.7 µM. 0.99% of 140,000 active. NPY-Y2 expressing cells, antagonist mode. P49146. AID 793; in the data active = inhibition above about 17%;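 note: 0% = vehicle with agonist challenge and 100% = reference antagonist with challenge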
Target sequence (P49146 whole entry, looked up): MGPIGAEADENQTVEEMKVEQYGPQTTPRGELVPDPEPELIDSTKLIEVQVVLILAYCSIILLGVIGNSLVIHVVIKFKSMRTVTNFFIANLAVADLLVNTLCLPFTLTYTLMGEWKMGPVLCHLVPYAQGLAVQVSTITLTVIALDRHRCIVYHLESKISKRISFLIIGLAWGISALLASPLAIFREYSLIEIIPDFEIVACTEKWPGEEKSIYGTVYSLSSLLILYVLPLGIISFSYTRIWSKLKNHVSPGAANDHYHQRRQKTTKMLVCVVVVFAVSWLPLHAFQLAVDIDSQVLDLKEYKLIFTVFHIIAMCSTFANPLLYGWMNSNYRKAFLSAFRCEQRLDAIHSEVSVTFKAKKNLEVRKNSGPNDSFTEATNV
Yeast lifespan up = extends the lifespan of yeast; S. cerevisiae growth with nicotinamide, OD615; deaD strain in restrictive glucose medium; inhibition of the nicotinamide effect, % at 10 µM; 0.68% of 130,000 active;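 active = inhibition above a set limit, placed 3 SD over the median of all compounds, cut at about 26% in these data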;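 note: 0% = nicotinamide-treated wells and 100% = cells grown without nicotinamide; some compounds called inactive have numbers as strong as hits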
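Buffer or medium: CSMM-D glucose medium, restrictive; test system: modified budding yeast, DeaD strain; compound: single dose 10 µM compound, 0.25% DMSO; schedule: culture preincubation 4 h, compound exposure 48 h, both 30 °C; detection: optical density (absorbance) at 615 nm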
* hit, by the source's call; . = no result given. Rows are unselected. About 6.2% of those tested had a hit in this group.

SMILES	bCat KO growth	E-sel TNF inh	Yeast growth inh	Phagocytosis inh	MRP-1 activ	HCT116 PTEN-null	GALR2 antag	Measles CPE	NPY-Y2 antag	Yeast lifespan up
CCN(CC)CCCN1C(=O)C(O)=C(C(=O)c2ccc(C)o2)C1c1ccc(C)o1 (stereo not given)	95.6	17.7	-6.5	-2.3	-1.8	84.0	4.6	11.9	0.4	-2.2
CCC/C(=N\NC(=O)c1cccc(C)c1)c1ccccc1	93.5	11.3	-29.0	-3.6	-0.6	92.8	6.5	14.7	1.1	0.1
O=C(NCc1ccco1)/C(=C/c1ccc(C(F)(F)F)cc1)c1nc2ccccc2[nH]1	58.5	-24.4	-5.7	6.5	-3.7	43.7	-0.9	6.8	-0.7	-0.3
COc1cc(C)nc(SCC(N)=O)n1	96.3	-9.1	-51.6	-0.4	0.0	108.4	-1.4	6.9	0.0	-7.4
CCOC(=O)c1c(-c2cccc(C)c2)csc1NC(=O)C1CC=CCC1C(=O)O (stereo not given)	97.2	-32.5	-17.0	-0.6	-0.6	89.7	3.9	6.7	5.1	-0.8
COc1ccc(Cn2c(CCC(=O)Nc3ccc(C)c(C)c3)nc3cccnc32)cc1	103.8	5.9	-40.2	-0.8	-1.0	88.3	2.2	9.1	2.2	-27.1
CC(C)n1c(CNC(=O)c2ccccc2)nc2ccccc21	96.5	15.6	-43.3	0.1	-0.5	106.5	14.4	6.5	0.5	-7.9
Cc1snc(S(=O)(=O)/C(C#N)=N\Nc2ccccc2)c1C#N	100.2	2.8	-12.6	-1.1	-1.3	97.6	0.9	3.0	4.5	-17.8
CCCCCC1CC(CC(=O)NC(=S)Nc2ccc([N+](=O)[O-])cc2)C(=O)O1 (stereo not given)	99.6	5.9	-44.0	.	1.2	81.9	-12.8	6.1	4.2	.
Cc1ccc(S(=O)(=O)N(Cc2ccccc2)c2ccccc2C(=O)NCc2ccco2)cc1	84.3	0.9	-53.6	-0.2	-4.8	66.4	-5.8	9.2	4.3	18.8
CCOc1ccc(S(=O)(=O)n2cc(-c3ccccc3)c(N)n2)cc1	76.6	0.4	-15.6	2.5	-0.6	87.2	-1.2	9.9	1.8	6.1
COC(=O)c1c(NC(=O)COC(=O)CCS(=O)(=O)c2ccc(C)cc2)sc(C)c1C	83.4	11.6	-12.6	-2.2	-2.6	87.7	-15.2	20.7	1.4	4.7
CC(OC(=O)CCc1nc2ccccc2[nH]c1=O)C(=O)c1ccccc1 (stereo not given)	104.7	15.3	-19.2	-0.1	1.6	92.1	-2.1	4.5	0.1	-14.8
O=C(Cn1c(=O)sc2ccccc21)N1CCOCC1	99.4	.	13.2	-0.5	1.6	106.7	10.3	3.9	1.7	-2.5
O=C1CC(c2ccccc2)Sc2nc(-c3ccccc3)c(-c3ccccc3)n21 (stereo not given)	91.5	0.9	-14.1	-4.7	1.3	96.4	-13.9	6.1	-2.0	3.9
COc1ccc(OC)c(NC(=O)CCN2CCN(c3ccccc3)CC2)c1	88.7	-5.9	-56.5	-3.1	-1.8	89.8	1.9	34.1	1.2	-1.0
CCOc1cc(/C=C/C(=O)c2ccc(O)cc2)ccc1OCC(=O)N(C)C	9.9	54.4	-49.3	-5.1	-6.3	6.2	6.7	10.3	0.2	-3.9
CCOC(=O)CC(=O)CSc1nc2c(sc(=S)n2-c2ccc(OCC)cc2)c(=O)[nH]1	79.8	-15.5	-35.9	0.5	-3.6	87.0	-3.2	8.2	4.3	13.6
Cc1c(CCO)c(=O)n(C)n1C(=O)c1ccc(F)cc1	79.7	9.2	-25.6	.	-2.6	98.0	10.8	4.8	-0.1	-14.0
O=c1c2cc(-c3ccccc3)sc2ncn1-n1cccc1	98.3	16.0	-18.7	1.9	2.5	111.8	-4.8	12.0	2.0	-7.3
CCCC(=O)Nc1sc2c(c1C#N)CCCC2	96.8	-13.1	-43.8	-1.7	-1.3	112.4	-14.1	2.9	1.2	-10.2
Cc1nc(NC(=O)c2ccc(Cl)cc2)sc1Cc1ccc2c(c1)OCO2	13.3	25.6	-24.0	-4.9	-3.5	15.7	5.9	8.4	4.2	8.9
COc1ccccc1N1CCN(C(=O)c2ccc(CN3CCc4ccccc4C3)cc2)CC1	84.9	-6.3	-1.6	-1.1	-1.7	85.2	1.9	16.9	1.0	-4.3
CCC(=O)Nc1ccc(/C(C)=N/NC(=O)c2c(Br)c(C)nn2C)cc1	67.3	.	-23.1	15.1	-4.4	66.0	-10.1	9.1	0.7	11.4
CCCc1cc(=O)[nH]c(SCC(=O)Nc2ccc(OC(F)F)cc2)n1	98.7	-21.9	-78.8	-0.6	-0.9	111.1	-5.3	3.2	7.8	-4.2
Cc1ccc2c(c1)c1c(n2CC(O)CNC(C)(C)C)CCCC1 (stereo not given)	56.9	.	-57.3	-0.3	-1.7	63.7	-3.0	9.5	1.5	-9.4
CCSc1cc(C)nc2c(-c3ccc(Cl)cc3)c(C)nn12	106.8	12.0	-13.2	0.6	-0.1	93.4	-5.1	3.3	-1.5	-6.1
COc1ccccc1OCC(=O)NC1CCCCCC1	95.0	.	-9.4	1.4	-1.9	100.0	-5.6	14.5	1.1	-7.1
O=C(NCCSc1ccccc1)c1ccccc1	102.5	-21.0	8.5	-1.6	0.5	93.7	-1.5	30.3	1.6	-17.9
CCN(CC)c1ccc(NC(=O)c2cccc(C)c2OC)c(C)c1	76.3	13.9	-24.0	-2.9	3.4	76.0	5.1	7.5	7.7	-11.7

The last six compounds of the part above are carried over, then new ones follow.
SMILES	bCat KO growth	E-sel TNF inh	Yeast growth inh	Phagocytosis inh	MRP-1 activ	HCT116 PTEN-null	GALR2 antag	Measles CPE	NPY-Y2 antag	Yeast lifespan up
CCCc1cc(=O)[nH]c(SCC(=O)Nc2ccc(OC(F)F)cc2)n1	98.7	-21.9	-78.8	-0.6	-0.9	111.1	-5.3	3.2	7.8	-4.2
Cc1ccc2c(c1)c1c(n2CC(O)CNC(C)(C)C)CCCC1 (stereo not given)	56.9	.	-57.3	-0.3	-1.7	63.7	-3.0	9.5	1.5	-9.4
CCSc1cc(C)nc2c(-c3ccc(Cl)cc3)c(C)nn12	106.8	12.0	-13.2	0.6	-0.1	93.4	-5.1	3.3	-1.5	-6.1
COc1ccccc1OCC(=O)NC1CCCCCC1	95.0	.	-9.4	1.4	-1.9	100.0	-5.6	14.5	1.1	-7.1
O=C(NCCSc1ccccc1)c1ccccc1	102.5	-21.0	8.5	-1.6	0.5	93.7	-1.5	30.3	1.6	-17.9
CCN(CC)c1ccc(NC(=O)c2cccc(C)c2OC)c(C)c1	76.3	13.9	-24.0	-2.9	3.4	76.0	5.1	7.5	7.7	-11.7
NC(=O)C1CCN(C(=O)CCSc2ccccc2)CC1	95.1	14.2	-9.2	.	-1.3	92.5	-10.2	11.0	3.1	.
Oc1ccccc1-c1cc(-c2ccccc2)no1	56.9	5.5	-32.9	.	-4.5	59.9	7.6	10.2	-3.5	-20.2
CC(=O)Nc1ccc(C(=O)OCCC(C)C)cc1	97.5	7.3	-83.4	0.4	-0.8	103.7	-7.8	15.6	-0.4	-12.7
CCN(C(=O)CSc1ncccc1C(=O)OC(C)C)c1cccc(C)c1	50.4	34.3	-2.5	-0.1	-0.2	42.1	-13.1	-1.3	5.5	-0.2
CN(C)CCCN(C(=O)CCc1ccccc1)c1nc2ccc(Cl)cc2s1	1.5*	17.3	-4.9	14.1	-6.7	1.7*	-15.0	11.7	3.0	-4.2
CCOC(=O)c1cc(-c2ccccc2)n(CC(=O)Nc2cc(OC)cc(OC)c2)c1C	82.2	-37.5	3.0	-5.0	-2.5	70.3	2.9	3.7	-3.5	-1.6
Cc1ccsc1C(=O)NNC(=O)C1CC=CCC1C(=O)O (stereo not given)	100.5	.	-4.1	-3.4	-1.9	98.4	0.6	8.6	-1.1	-0.5
CC(NC(=O)c1ccco1)c1cccc2ccccc12 (stereo not given)	99.7	-0.7	-4.4	.	-0.4	102.1	2.4	7.0	1.5	.
CC(C)Cc1nc(N2CCCCC2)c(C#N)c2c1CCC2	83.6	.	-12.1	-1.8	0.5	87.1	-1.5	12.1	3.8	-19.3
COc1ccc(CCN2C(=NC(=O)CC(C)C)SC3CS(=O)(=O)CC32)cc1 (stereo not given)	98.5	4.1	-12.5	3.1	-3.6	95.4	-15.7	10.6	1.9	17.7
CCNCCNC(=O)c1c(O)c2ccccc2n(CC)c1=O	89.4	5.4	-44.6	-0.7	-1.4	105.0	-6.1	10.5	5.6	43.6
O=S(=O)(c1ccc(OCC(O)CN2CCN(c3ccccc3O)CC2)cc1)N1CCOCC1 (stereo not given)	80.5	-15.7	-32.6	-0.6	-0.9	71.6	5.5	4.5	0.5	-21.9
C(=C\c1ccccc1)/CSc1nnc(-c2cccnc2)n1Cc1ccco1	87.5	15.1	-37.6	0.1	-4.5	78.3	-8.7	26.6	7.6	-28.9
O=C(CSc1ccccc1)Nc1ccc(N2CCOCC2)cc1	83.5	-10.3	-47.6	-0.9	-3.2	92.5	-2.8	1.3	2.6	-9.3
COc1ccc(CC(=O)N2CCOCC2)cc1OC	102.7	-15.4	-0.6	-1.6	-2.6	102.5	3.9	8.2	1.6	-17.8
C=CCn1c(N)cc(=O)nc1SCC(=O)Nc1cccc2ccccc12	87.6	4.5	5.9	.	-2.8	93.5	10.8	9.1	0.7	-26.6
CCC(=O)Nc1cccc(NC(=O)CSc2nnc(-c3ccc(NS(C)(=O)=O)cc3)n2C)c1	88.8	64.3*	-8.0	-1.0	-2.5	93.7	4.2	33.8	-1.9	-1.2
CCOC(=O)C(=NC(C)CC)NNc1cccc(C(F)(F)F)c1 (stereo not given)	97.6	16.2	-11.8	-3.0	-2.2	85.2	16.2	4.9	2.8	-3.4
CCOc1ccc(C(=O)Nc2ccc(Cl)cn2)cc1Cl	92.6	-5.5	-49.6	.	-0.2	91.1	0.2	2.6	2.9	-11.2
OC(c1cccs1)(c1cccs1)C1C[N+]2(CF)CCC1CC2 (stereo not given)	91.9	-8.5	14.8	0.8	-1.3	97.3	-1.9	29.9	0.6	-2.0
CCCCNC(=O)c1ccc2c(c1)N(CC)C(=O)c1ccccc1S2(=O)=O	89.8	-30.1	-35.1	-0.2	-0.5	104.1	-2.0	11.8	4.7	-4.2
CCCCC(O)(CCCC)C(=O)NNc1ccccc1	80.8	-13.9	-36.9	-2.0	-1.2	78.1	7.9	1.6	8.1	5.7
CCOC(=O)C1CCN(c2c(NCCN3CCN(c4ccccc4)CC3)c(=O)c2=O)CC1	103.6	.	-15.5	-0.4	-0.6	96.9	-0.4	11.7	-1.1	-6.8
O=C(COC(=O)/C=C/c1ccccc1Cl)NCCc1ccc(Cl)cc1Cl	94.4	.	-26.8	-5.6	3.7	102.0	6.3	17.1	6.4	3.8
Cc1nc2ccccn2c1C(=O)N=Nc1c(O)[nH]c2ccccc12	97.8	.	-44.4	-2.5	0.0	91.6	-13.5	8.4	0.8	-2.5
